TbPYK inhibitor – inhibitors of Trypanosoma brucei pyruvate kinase | Q57TT1 | TbPYK enzyme, Kinase-Glo Plus ATP luminescence, 45 min | Potency, µM (titrated, usually from 76.8 µM), for inactives: at the highest dose activity, negative = inhibition, most hits filed as inhibitors | 410,000 tested, 0.12% active; active = well fitted inhibition curve with a large enough effect; note: nearly all actives have a fitted effect of over 50% in size
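Glycolytic pyruvate kinase of T. brucei was incubated with substrate, test compound and 130 uM ADP for 45 minutes at room temperature. Luminescent Kinase-Glo Plus signal was measured after 10 minutes.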
* marks the source's active call; other numbers are inactive results; [ ] = another dose, or the depositor's remark. % is set by controls: 0 for no effect and ±100 for the full control effect; potency is the fitted concentration of half-maximal effect.

Structure,TbPYK inhibitor
COC(=O)c1c(NC(=O)c2nc(SCc3cccc(C)c3)ncc2Cl)sc2c1CCCC2,-2%
OC[C@@H]1CN(CCN2CCOCC2)C[C@H](n2cnc3c(NCc4ccco4)ncnc32)O1,1%
O=C1C(=Cc2ccncc2)CCCc2ccccc21,-3%
Cc1cccc(-n2ccnc2SCC(=O)Nc2cccc3ccccc23)c1C,-1%
COc1cc(C(=O)NC(CCSC)C(=O)Nc2ccc(N3CCOCC3)cc2)cc(OC)c1OC (stereo not drawn),-6%
COc1cccc(NC(=O)N2CCN(C(=O)c3nsc4ccccc34)CC2)c1,3%
COc1ccc(S(=O)(=O)c2c(Nc3ccc(C)cc3)sc(C(=O)c3ccc(C)cc3)c2N)cc1,-2%
O=C(NCc1ccccc1)c1ccc2c(c1)sc1nc(-c3ccc(F)cc3)cn12,3%
Cc1nc2nncn2c(NCc2ccc(Cl)cc2)c1C,0%
CCc1nc2c(OCc3ccc(C(=O)N(C)C)cc3)cccn2c1N(C)C(=O)Nc1ccccc1OC,-3%
CC(C)Oc1ccccc1C1C=C(C(=O)O)Nc2ncnn21 (stereo not drawn),5%
COc1cccc(C(C)(O)c2nc(-c3ccc(F)c(Cl)c3)cs2)c1 (stereo not drawn),4%
COc1ccc(-c2c(C)nn3c(N4CCN(c5cc(Cl)ccc5C)CC4)cc(C)nc23)cc1OC,0%
Cc1nn(-c2ccccc2)c2sc(C(=O)Nc3ccccc3Br)cc12,0%
COc1cccc(NC(=O)C2CCN(c3nnc(-n4c(C)ccc4C)s3)CC2)c1,-1%
O=C(Cn1c(=O)oc2ccccc21)NCc1cccc(Cl)c1,0%
CSc1nc(C)c(Br)c(N2CC2)n1,-3%
CCOC(=O)[C@@H]1[C@H]2COc3ccccc3[C@@H]2N2C(=O)N(c3ccc(OC)cc3)C(=O)[C@]12C,-2%
CCCC(=O)N1CCC1(C)C(=O)NS(=O)(=O)c1cc2c(cc1C)CCCS2(=O)=O (stereo not drawn),3%
CC(=O)NC(C)(c1ccccc1)c1nc(-c2cncnc2)cs1 (stereo not drawn),0%
CCOC(=O)c1c(NC(=O)/C(C#N)=C/c2ccc(OC)cc2)sc2c1CCC2,-7%
CCOC(=O)C1C(=O)NC(C(=O)OCC)(C(=O)OCC)C1C(C)CC (stereo not drawn),5%
CC(C)N(C(=O)CCl)c1ccccc1,4%
CCCN(CCC)c1ccc(C2N=C(N)Nc3nc4ccccc4n32)cc1 (stereo not drawn),1%
COCCNC(=O)C1(C)CCN(C(=O)c2cccc(C)c2C)C1 (stereo not drawn),-1%
COc1ccccc1CCNC(=O)Cc1c(C)c2c(cc(C)c3c(C)c(C)oc32)oc1=O,2%
Cc1ccc(C(=O)Nc2ccc(-c3nc4ccccc4s3)c(O)c2)c(C)c1,3%
CSc1nc(SCC(=O)NCc2ccco2)c2c3c(sc2n1)CN(C)CC3,4%
CCOC(=O)[C@]12CCC=C1N(Cc1ccccc1)C(=O)[C@H](CC(=O)NCc1ccc(OC)c(OC)c1)C2,1%
COc1ccc(OC)c(C2CC(=O)Nc3c2c(=O)[nH]c2nc4ccccc4n32)c1 (stereo not drawn),4%
CC(O)(c1ccc(F)c(F)c1)c1nc(-c2ccc(F)c(Cl)c2)cs1 (stereo not drawn),2%
O=c1c2c3c(sc2n(Cc2cc(=O)n4ccccc4n2)c(=O)n1-c1ccccc1)CCC3,-8%
COc1ccccc1C(CNC(=O)CNC(=O)c1cccc(Cl)c1)N1CCCC1 (stereo not drawn),-5%
O=C(NN1CCCCCC1)c1ccccc1F,-3%
COc1ccc(CCNC(=O)c2cnn(-c3ccc(F)cc3)c2C2CCN(C(=O)OC(C)(C)C)CC2)c(OC)c1,-1%
C#CCNC(=O)C[C@@H]1C[C@@]2(C(=O)OC)CCCCC=C2N(CCCCCCCC)C1=O,-3%
Cc1cc(C)c2c(=O)cc(CSc3nnc(-c4ccccc4)n3C)[nH]c2c1,-3%
O=C(NCCN1CCOCC1)c1cc(-c2cccs2)nc2ccccc12,10%
Cc1ccc(-n2nc(C(=O)N3CCN(c4ccc(F)cc4)CC3)c(=O)n(C)c2=O)cc1,1%
COc1cccc(-c2nnc(SCC(=O)N3CCc4ccccc43)o2)c1,0%
Cc1nc2cccnc2n1-c1cccc(C(=O)NCc2cccc(Cl)c2)c1,-5%[15.4 µM]
CC(C)Cn1c(=O)c2sccc2n2c(CCCC(=O)NCC(C)c3ccccc3)nnc12 (stereo not drawn),7%
CN1CCN(c2nc3c(S(=O)(=O)c4ccc(Cl)cc4)nnn3c3ccsc23)CC1,3%
COc1ccc(NC(=O)c2cc3c([nH]c2=O)CC(c2ccccc2)CC3=O)cc1 (stereo not drawn),2%
C=CCN(CC=C)c1ncnc2[nH]ncc12,0%
CC(=O)Nc1ccc(-c2ccnc3c2CC(C)(C(=O)Nc2cccc(Oc4ccccc4)c2)O3)cc1 (stereo not drawn),-2%
CCOC(=O)CN1C(=O)N(c2ccc(C)c(C)c2)S(=O)(=O)c2ccccc21,-3%
Cc1noc(C)c1C(=O)N1CCC2(CCCN(c3ncccn3)C2)CC1,-1%
CCCSc1nc2sc3c(c2c(=O)n1-c1ccccc1)CCC(C)C3 (stereo not drawn),2%
CN(Cc1ccccc1)C(=O)c1ccc(NC(=O)Cc2ccc(NC(=O)C3CCCN(C(=O)c4ccccc4)C3)cc2)cc1 (stereo not drawn),0%
CC(C)CCNC(=O)c1cc(S(=O)(=O)N2CCC3(CC2)OCCO3)ccc1F,4%
CCOc1ccc(CNC(=O)C2CCCN(S(=O)(=O)N3CCC(C)CC3)C2)cc1OC (stereo not drawn),6%
Cn1c(=O)c2[nH]c(SCc3cccnc3)nc2n(C)c1=S,-2%
Cc1ccc2oc3c(c(=O)c2c1)C(c1ccc(F)cc1)N(c1nc(C)c(C)s1)C3=O (stereo not drawn),-3%
COc1ccc(Cl)cc1NS(=O)(=O)c1cccc(C(=O)NCCCN2CCOCC2)c1,-8%
O=C(CSc1oc(-c2ccccc2)nc1S(=O)(=O)c1ccc(Cl)cc1)c1ccccc1,-2%
Cc1ccc(-c2cn(-c3cccc(Cl)c3)c(S(=O)(=O)CC(=O)Nc3ccccc3F)n2)cc1,-4%
CN(C(=O)c1cccc(NC(=O)Cc2ccc(NC(=O)C3CCCN(C(=O)C4CCC4)C3)cc2)c1)C1CC1 (stereo not drawn),-1%
COc1cccc(CNC(=O)CCNC(=O)N2CC(=O)Nc3ccccc32)c1,0%
Cc1nn(C)c2c1c(C(F)(F)F)cc(=O)n2CC(=O)NC(C)(C)C,0%

3 neighbouring records already listed:
Structure,TbPYK inhibitor
CN(C(=O)c1cccc(NC(=O)Cc2ccc(NC(=O)C3CCCN(C(=O)C4CCC4)C3)cc2)c1)C1CC1 (stereo not drawn),-1%
COc1cccc(CNC(=O)CCNC(=O)N2CC(=O)Nc3ccccc32)c1,0%
Cc1nn(C)c2c1c(C(F)(F)F)cc(=O)n2CC(=O)NC(C)(C)C,0%

Next part
Structure,TbPYK inhibitor
C=CCC1CCCCC1=C(C#N)c1ccccc1 (stereo not drawn),2%
CCNc1cc(N2CCN(C3CCCCC3)CC2)c2noc3c2c1C(=O)c1ccccc1-3,-3%
Cc1ccc(Cl)cc1N1CCN(C(=O)Cn2nc(C)c3sc4ccccc4c3c2=O)CC1,-3%
CCC(C)NC(=O)CSc1nc2cc3c(cc2c(=O)n1CCCC(=O)NCCc1ccc(OC)c(OC)c1)OCO3 (stereo not drawn),-4%
O=C(OCc1cc(=O)n2nc(C3CC3)sc2n1)c1ccc(NC(=O)c2ccccc2Cl)cc1,-9%
CC1CCN(C(=O)CN2CC(C)Sc3ccccc32)CC1 (stereo not drawn),-2%
CN(CCCC(=O)O)c1ccc(N=Nc2ccc([N+](=O)[O-])cc2)cc1,-29%
CCCn1cc(S(=O)(=O)c2ccccc2)c(=O)c2cc(F)c(N3CCCC3)cc21,12%
O=C(c1ccc2c(c1)N(Cc1cccc(Cl)c1)C(=O)c1ccccc1S2(=O)=O)N1CCCC1,3%
Cc1cc(C)cc(-c2nnc(SCC(=O)NCC3CCCO3)o2)c1 (stereo not drawn),1%
CC1(Cc2cccc(F)c2)C(=O)Nc2ccc(-c3cccnc3)cc21 (stereo not drawn),-6%
COc1ccc2c(c1)CC(C(=O)Nc1cc(OC)c(OC)c(OC)c1)CO2 (stereo not drawn),7%
COc1cccc(CNC(=O)CN2C(=O)N(c3c(C)cccc3C)S(=O)(=O)c3ccccc32)c1OC,-10%
CS(=O)(=O)N1Cc2cc(C(=O)NCC3CC3)nc(-c3cccc(-c4cccnc4)c3)c2[C@@H]1CCO,3%
O=C(CSc1nc(-c2ccccc2)no1)N1CCN(c2ccccc2)CC1,6%
CCN(C(=O)c1nn(-c2ccc(OC)c(Cl)c2)c(=O)c2c1c1ccccc1n2C)c1cccc(C(F)(F)F)c1,-10%
C[C@@H]1CN([C@H](C)CO)C(=O)c2c(c3ccccc3n2C)-c2ccccc2CO[C@H]1CN(C)C(=O)Cc1ccccc1,1%
CCC1=C(Nc2ccccc2)COC1=O,-2%
CS(=O)(=O)N1CCc2cc(S(=O)(=O)NCc3ccccc3Cl)ccc21,3%
Cc1ccc(C#N)c(SCc2cccc(Br)c2)n1,-3%
CCOC(=O)c1c(C)[nH]c(C)c1C(=O)COC(=O)c1nn(CC)c(=O)c2ccccc12,0%
Cc1cn([C@H]2C[C@H](O)[C@@H](/C=C/C(=O)NCCc3ccc(S(N)(=O)=O)cc3)O2)c(=O)[nH]c1=O,-7%
CCC(Sc1nnc2c3ccccc3n(C)c2n1)C(=O)Nc1nnc(C(C)C)s1 (stereo not drawn),4%
Cc1ccc(CNC(=O)c2c(-c3ccc(Br)cc3)noc2C)o1,-1%
COc1ccccc1NC(=O)C1=C(C)Nc2nc(-c3ccco3)nn2C1c1ccccc1F (stereo not drawn),-9%
CCOc1ccccc1Nc1cc(C)nc2ccccc12,-6%
COc1ccc(C(=O)NC2=NCCS2)cc1S(=O)(=O)N1CCOCC1,-1%
CCOC(=O)c1c(C)[nH]c(C)c1S(=O)(=O)N1CCC(C(=O)Nc2ccc(C)c(Cl)c2)CC1,-1%
Cc1ccc(-n2nc(C(=O)Nc3ccc(F)cc3Cl)c(=O)n(C)c2=O)cc1,14%
O=C(Cc1cccc(NC(=O)C2CCCN(C(=O)C3CCCC3)C2)c1)Nc1cccc(C(=O)N2CCCCC2)c1 (stereo not drawn),3%

Four structures already listed, sorted by number of heavy atoms, falling.
Structure,TbPYK inhibitor
C[C@@H]1CN([C@H](C)CO)C(=O)c2c(c3ccccc3n2C)-c2ccccc2CO[C@H]1CN(C)C(=O)Cc1ccccc1,1%
COc1ccccc1NC(=O)C1=C(C)Nc2nc(-c3ccco3)nn2C1c1ccccc1F (stereo not drawn),-9%
CCOc1ccccc1Nc1cc(C)nc2ccccc12,-6%
Cc1ccc(C#N)c(SCc2cccc(Br)c2)n1,-3%

Further results
Structure,TbPYK inhibitor
CCn1cc(C(=O)NCCCOC)c(=O)c2cc(S(=O)(=O)N3CCc4ccccc4C3)ccc21,1%
OC(c1ccc(-c2ccccc2)cc1)c1ncc(-c2ccc(F)cc2)[nH]1 (stereo not drawn),-7%
CSc1ncc(C(=O)Nc2cccc(C)c2C)c(-c2ccccc2)n1,-2%
CCOC(=O)C1(C)CCCCN1C(=O)c1ccoc1 (stereo not drawn),2%
Cc1cn([C@H]2C[C@H](O)[C@@H](CCC(=O)NCc3cccc4ccccc34)O2)c(=O)[nH]c1=O,3%
Cc1ccc(CNC(=O)C2CCCN(S(=O)(=O)c3ccc4c(ccn4C)c3)C2)cc1 (stereo not drawn),3%
Cc1cccc(C)c1NC(=O)CN(C)S(=O)(=O)c1ccc2c(c1)n(C)c(=O)c(=O)n2C,1%
Cc1ccc(C)c(Nc2cc(C(=O)NCCCN(C)C3CCCCC3)c3ccccc3n2)c1,-3%
CC(=O)OC[C@H]1O[C@@H](Oc2cc3ccc(=O)oc3cc2OC(C)=O)[C@H](OC(C)=O)[C@@H](OC(C)=O)[C@@H]1OC(C)=O,-1%
CCc1ccc(-c2cn3c(n2)sc2cc(C(=O)NCCc4ccc(OC)cc4OC)ccc23)cc1,1%
CCOC(=O)CSc1nc(-c2ccc(OCC)cc2)cc(C(F)(F)F)c1C#N,-3%
COc1ccc(Cl)cc1NC(=O)CSC1=Nc2ccccc2C2=NC(CCC(=O)NCc3ccco3)C(=O)N12 (stereo not drawn),-5%
Cc1ccc(S(=O)(=O)N(C)C[C@@H]2Oc3ncc(Br)cc3C(=O)N([C@H](C)CO)C[C@H]2C)cc1,20%
CCN(CC)c1cc2c(c3c1ccn3C)C1CCC2O1 (stereo not drawn),-3%
COc1ccc(-n2nc3cc(C)c(NC(=O)c4ccc(-c5ccc(Br)cc5)o4)cc3n2)cc1,1%
Cc1ccc(NCc2cccn2-c2nnc(N3CCC(C(=O)NCCc4ccccc4)CC3)s2)cc1,3%
O=c1oc2ccc(Br)cc2cc1-c1nc(-c2ccccc2)no1,0%
COc1ccc(/C=C/c2nc3sc4c(c3c(=O)o2)CCC4)cc1,3%

Among those listed so far, these have a tert-butyl group:
Structure,TbPYK inhibitor
COc1ccc(CCNC(=O)c2cnn(-c3ccc(F)cc3)c2C2CCN(C(=O)OC(C)(C)C)CC2)c(OC)c1,-1%
Cc1nn(C)c2c1c(C(F)(F)F)cc(=O)n2CC(=O)NC(C)(C)C,0%

Some of the compounds tested. The share of hits here may be higher or lower than overall.
